HT1080 IDH1KD tx = HT-1080 IDH1 knockdown cell toxicity (counter line); Potency, µM (titrated, usually from 46.1 µM), inactives show top-dose activity, negative = toxicity, actives largely listed as cytotoxic; HT-1080 IDH1 knockdown viability, ATP luminescence, 48 h; 360,000 tested, 2% active;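 further: 0% = DMSO wells and -100% = cell-free medium wells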
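Cytotoxicity counter-line: IDH1KD HT-1080, 48 h, CellTiter-Glo. Curves classed by r2, magnitude and activity.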
SW480 rerep = inducers of DNA re-replication in SW480 colon cancer cells. SW480 DNA re-replication, Hoechst DNA content imaging, 48 h. Potency, µM (highest dose often 46.1 µM), without a hit: top-dose re-replication activation, usual class: activators. 340,000 tested, 1.8% active; further: % of control where 0% means no effect; nearly all actives have a fitted effect of over 55% in size
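Hoechst fluorescence of nuclei (405 nm excitation, 500-530 nm emission) measured by plate-scanning imager after 48 hr compound exposure at 37 C; re-replication scored as increased number of nuclei with elevated intensity.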
HT1080NT lethal = kills 2HG-producing HT-1080-NT fibrosarcoma cells; HT-1080-NT fibrosarcoma viability, CellTiter-Glo ATP luminescence, 48 h; Potency, µM (series often up to 46.1 µM), without a hit: at the highest dose activity, negative = less viability, hits mostly cytotoxic; 360,000 tested, 1.6% active; AID 686970;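 further: NT is the 2HG producing partner of a matched IDH1 knockdown line; 0% = DMSO-treated cells and -100% = media-only wells without cells; nearly all actives have a fitted effect of over 55% in size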
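A 48-hour cytotoxicity screen used HT-1080-NT cells plated 2 hours before compound delivery. ATP-based CellTiter-Glo luminescence measured viability, normalized to DMSO and no-cell controls.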
TDP43 rescue = rescues yeast growth from TDP-43 toxicity | TDP-43 expressing yeast growth rescue, BacTiter-Glo, 24 h | Potency, µM (top dose mostly 46.1 µM), inactives show at the highest dose growth rescue (activation), hits mostly activators | 410,000 tested, 1.8% active | AID 652104; further: % of control where 0% means no effect; nearly all actives have a fitted effect of over 50% in size
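In this qHTS, compounds that restore growth of yeast expressing TDP-43 appear as activators. Cells (OD600=0.02, galactose medium, raffinose-pregrown) are incubated with compound 24 hr at 30 deg C and growth is quantified by BacTiter-Glo.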
KB-3-1 cytotox = kills parental KB-3-1 adenocarcinoma cells. 400,000 tested, 1.4% active. AID 1347075. KB-3-1 viability, CellTiter-Glo ATP luminescence, 72 h. Potency, µM (doses to about 46.1 µM), for inactives: top-dose activity change, negative = cytotoxic, hits mostly cytotoxic; further: on the % scale 0 is the no-effect control and ±100 the full control effect; nearly all actives have a fitted effect of over 60% in size
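KB-3-1 cells, DMEM (no phenol red) + 10% FBS; compound by pin transfer, 72 h, 37 °C. Readout: CellTiter-Glo luminescence after 10 min. Data normalized, curve-fitted.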
GLP-1R agonist = GLP-1 receptor (human) agonism; P43220; 380,000 tested, 0.007% active; Potency, µM (top dose mostly 45.6 µM), inactives show at the top dose activation, usual class: activators; HEK293 GLP-1R CRE-luciferase, luminescence, 4-6 h; cells express a hypersensitive GLP-1R form; AID 624172; further: % of control where 0% means no effect
Target sequence (P43220 whole entry, looked up): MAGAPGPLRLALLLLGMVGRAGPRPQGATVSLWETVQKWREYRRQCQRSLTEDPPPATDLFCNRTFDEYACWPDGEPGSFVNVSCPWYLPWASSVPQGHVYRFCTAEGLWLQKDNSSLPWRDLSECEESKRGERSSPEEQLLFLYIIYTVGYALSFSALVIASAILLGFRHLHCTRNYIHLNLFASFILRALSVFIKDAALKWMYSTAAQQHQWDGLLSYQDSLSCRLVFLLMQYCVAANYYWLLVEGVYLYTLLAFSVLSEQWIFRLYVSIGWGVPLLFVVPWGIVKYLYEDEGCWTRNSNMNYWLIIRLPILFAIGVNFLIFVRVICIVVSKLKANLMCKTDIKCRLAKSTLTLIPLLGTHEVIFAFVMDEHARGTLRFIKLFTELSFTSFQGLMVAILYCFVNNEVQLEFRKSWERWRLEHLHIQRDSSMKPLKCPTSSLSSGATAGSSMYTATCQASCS
GLP1R inv ag = acts as inverse agonist at human GLP-1 receptor. 410,000 tested, 1.6% active. Potency, µM (highest dose often 38.3 µM), inactives show at the top dose activity change, negative = inhibition, most hits filed as inhibitors. HEK293 GLP-1R CRE-luciferase, luminescence, 24 h; GLP-1R form is constitutively active. P43220; further: on the % scale 0 is the no-effect control and ±100 the full control effect; nearly all actives have a fitted effect of over 55% in size
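Inverse agonism was detected as reduced cAMP-driven luciferase luminescence after 24 h compound treatment. The cells were HEK293 clones expressing constitutively active human GLP-1R with the reporter. Reporter-only and GPR119 cell lines served as counterscreen controls.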
HEK293 tox = cytotoxic in the GLP-1 receptor inverse agonist counter-screen | HEK293 cAMP-luciferase reporter cells, luminescence, 24 h | Potency, µM (series often up to 38.3 µM), for the others: at the top dose activity change, negative = inhibition, usual class: inhibitors | 410,000 tested, 0.13% active;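 further: loss of luciferase light is scored as toxicity; on the % scale 0 is the no-effect control and ±100 the full control effect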
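Quantitative HTS format, 1536 wells, 200 cells/uL seeded. Compounds: 23 nL, 24 h, 37 °C. Detection: luciferase reagent, luminescence at 12 min RT; decreased signal taken as cytotoxic.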
KB-V1 cytotox = kills drug-selected multidrug resistant KB-V1 cells; KB-V1 MDR cells viability, CellTiter-Glo, 72 h; Potency, µM (titrated, usually from 46.1 µM), without a hit: top-dose activity change, negative = cytotoxicity, actives largely listed as cytotoxic; 400,000 tested, 3.4% active; further: on the % scale 0 is the no-effect control and ±100 the full control effect; nearly all actives have a fitted effect of over 60% in size
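Cytotoxicity via CellTiter-Glo luminescence after 72 h compound exposure at 37 degrees C. Cells: drug-selected KB-V1 line, DMEM phenol-red free plus 10% FBS. Compounds tested at multiple concentrations; normalized data fitted to concentration-effect curves.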
* marks the source's active call; other numbers are inactive results; & = joins results of further samples; [ ] = remark or other dose. The call rests on the fitted dose curve; in most records, active means well fitted curve in the direction sought with a large enough effect; inconclusive means small, poorly fitted or top-dose-only effect, or another doubt; inactive means no such curve, though single readings can be large; an effect the other way counts as inactive or inconclusive. Potency means the concentration at half of the fitted maximal effect. Rows are unselected; any-hit rate near 9.4%.

COc1cccc(-c2ncc3ccccc3c2COC(=O)c2ccc(C(F)(F)F)cc2)c1 was read as HT1080 IDH1KD tx 12%, SW480 rerep 2%, HT1080NT lethal 6%, TDP43 rescue 11%, KB-3-1 cytotox 0%, GLP-1R agonist -4%, GLP1R inv ag 13%, HEK293 tox 0% and KB-V1 cytotox 7%.
Screening CC(Sc1ncc(C(F)(F)F)cc1Cl)C(=O)NCC1CCCO1 (stereo not given) returned HT1080 IDH1KD tx 1%, SW480 rerep -1%, HT1080NT lethal 3%, TDP43 rescue 18%, KB-3-1 cytotox -4%, GLP-1R agonist 3%, GLP1R inv ag -35%, HEK293 tox -9% and KB-V1 cytotox inconclusive.
For O=C1COc2ccc(C(=O)COC(=O)c3cnc(Cl)c(Cl)c3)cc2N1 the results were HT1080 IDH1KD tx -1%, SW480 rerep 2%, HT1080NT lethal 6%, TDP43 rescue -5%[0.397 µM], KB-3-1 cytotox 0%, GLP-1R agonist 14%, GLP1R inv ag 11%, HEK293 tox -1% and KB-V1 cytotox inconclusive.
For COC(=O)CC1C(=O)NCCN1C(=O)c1ccc(Cl)cc1 (stereo not given) the results were HT1080 IDH1KD tx 18%, SW480 rerep -17%, HT1080NT lethal -1%, TDP43 rescue -22%, KB-3-1 cytotox -6%, GLP-1R agonist 6%, GLP1R inv ag 2%, HEK293 tox -10% and KB-V1 cytotox -1%.
Screening CCCCc1c(C)nc2nc(SCc3ccc(Cl)cc3)[nH]n2c1=O returned HT1080 IDH1KD tx 0%, SW480 rerep 0%, HT1080NT lethal 9%, TDP43 rescue 23%, KB-3-1 cytotox -2%, GLP-1R agonist -6%, GLP1R inv ag inconclusive, HEK293 tox 1% and KB-V1 cytotox 5%.
CCN1CCN(c2cc3c(cc2F)c(=O)c(S(=O)(=O)c2ccc(OC)cc2)cn3CC)CC1 was read as TDP43 rescue 19%, KB-3-1 cytotox 2%, GLP1R inv ag 4%, HEK293 tox -8% and KB-V1 cytotox 6%.
Screening CNC(=O)NC(=O)COC(=O)c1ccccc1OCc1ccccc1 returned HT1080 IDH1KD tx -10%, SW480 rerep 0%, HT1080NT lethal -12%, TDP43 rescue -9%, KB-3-1 cytotox -4%, GLP-1R agonist -1%, GLP1R inv ag -15%, HEK293 tox 17% and KB-V1 cytotox 8%.
COc1ccc(OC)c(NC(=O)COC(=O)/C=C/c2ccco2)c1 was read as HT1080 IDH1KD tx 0%, SW480 rerep -9%, HT1080NT lethal 0%, TDP43 rescue inconclusive, KB-3-1 cytotox 4%, GLP-1R agonist 14%, GLP1R inv ag 0%, HEK293 tox -13% and KB-V1 cytotox 7%.
Screening CCOC(=O)N1CCN(Cc2cn3ccccc3n2)CC1 returned HT1080 IDH1KD tx 18%, SW480 rerep 0%, HT1080NT lethal 13%, TDP43 rescue -5%, KB-3-1 cytotox -2%, GLP-1R agonist -5%, GLP1R inv ag 8%, HEK293 tox -5% and KB-V1 cytotox 5%.
CC1(C)C=C2[C@H]3CC[C@@H]4[C@@]5(C)CCC(=O)C(C)(C)[C@@H]5CC[C@@]4(C)[C@]3(C)CC[C@@]2(C(=O)O)CC1 was read as HT1080 IDH1KD tx 7%, SW480 rerep -2%&7%, HT1080NT lethal -14%, TDP43 rescue 9%, KB-3-1 cytotox -6%, GLP-1R agonist -2%, GLP1R inv ag 8%, HEK293 tox -19% and KB-V1 cytotox 1%.
Screening Cc1ccsc1/C=N\NC(=O)Cn1nnc2ccccc21 returned HT1080 IDH1KD tx inconclusive, SW480 rerep 18µM*, HT1080NT lethal -21%, TDP43 rescue 22%, KB-3-1 cytotox inconclusive, GLP-1R agonist 2%, GLP1R inv ag inconclusive, HEK293 tox -14% and KB-V1 cytotox inconclusive.
Screening CC1(C(=O)Nc2ccc3c(c2)OCCO3)CN(S(C)(=O)=O)CC(=O)N1CCc1c[nH]c2ccccc12 (stereo not given) returned HT1080 IDH1KD tx 5%, HT1080NT lethal 4%, TDP43 rescue 11%, KB-3-1 cytotox 8%, GLP1R inv ag 6%, HEK293 tox -10% and KB-V1 cytotox 1%.

Reprinted from the entries so far, 2 compounds:
Screening Cc1ccsc1/C=N\NC(=O)Cn1nnc2ccccc21 returned HT1080 IDH1KD tx inconclusive, SW480 rerep 18µM*, HT1080NT lethal -21%, TDP43 rescue 22%, KB-3-1 cytotox inconclusive, GLP-1R agonist 2%, GLP1R inv ag inconclusive, HEK293 tox -14% and KB-V1 cytotox inconclusive.
Screening CC1(C(=O)Nc2ccc3c(c2)OCCO3)CN(S(C)(=O)=O)CC(=O)N1CCc1c[nH]c2ccccc12 (stereo not given) returned HT1080 IDH1KD tx 5%, HT1080NT lethal 4%, TDP43 rescue 11%, KB-3-1 cytotox 8%, GLP1R inv ag 6%, HEK293 tox -10% and KB-V1 cytotox 1%.

(list continues)
`N#Cc1ccc(C(=O)N(Cc2ccccc2)c2ccccc2)cc1` gave HT1080 IDH1KD tx -2%, SW480 rerep 4%, HT1080NT lethal -5%, TDP43 rescue 6%, KB-3-1 cytotox 3%, GLP-1R agonist 18%, GLP1R inv ag inconclusive, HEK293 tox -4% and KB-V1 cytotox inconclusive.
For COc1ccc(-c2cc(C(=O)N3CCCCCC3)c3ccccc3n2)cc1 the results were HT1080 IDH1KD tx -16%, SW480 rerep inconclusive, HT1080NT lethal -9%, TDP43 rescue -6%, KB-3-1 cytotox -19%, GLP-1R agonist inconclusive, GLP1R inv ag inconclusive, HEK293 tox -1% and KB-V1 cytotox inconclusive.
`CC(=O)Nc1ccc(S(=O)(=O)Nc2ccc(S(=O)(=O)Nc3ncccn3)cc2)cc1` gave HT1080 IDH1KD tx 9%, SW480 rerep -15%, HT1080NT lethal 9%, TDP43 rescue 3%, KB-3-1 cytotox 1%, GLP-1R agonist 0%, GLP1R inv ag -4%, HEK293 tox -29% and KB-V1 cytotox 24%.
Oc1ccc2ccccc2c1/C=N/c1nc2c(s1)CCCC2 was read as HT1080 IDH1KD tx 23µM*, SW480 rerep -5%, HT1080NT lethal inconclusive, TDP43 rescue -37%[inhibitor], KB-3-1 cytotox -5%, GLP-1R agonist -10%, GLP1R inv ag inconclusive, HEK293 tox inconclusive and KB-V1 cytotox -22%.
COc1ccccc1-n1c(=O)c2c3c(sc2n(Cc2ccccc2F)c1=O)CN(C(C)=O)CC3 was read as TDP43 rescue 9%, KB-3-1 cytotox -24%, GLP1R inv ag 22%, HEK293 tox -11% and KB-V1 cytotox -8%.
`CCc1ccc(OCC(=O)NNC(=O)CSc2ncnc3sc(C)c(C)c23)cc1` gave HT1080 IDH1KD tx 12%, SW480 rerep 15%, HT1080NT lethal 5%, TDP43 rescue -22%, KB-3-1 cytotox -7%, GLP-1R agonist -14%, GLP1R inv ag 0%, HEK293 tox 0% and KB-V1 cytotox 12%.
Screening Cc1nc2sc(-c3ccccc3)nn2c(=O)c1Br returned HT1080 IDH1KD tx 1%, SW480 rerep 1%, HT1080NT lethal -2%, TDP43 rescue -1%, KB-3-1 cytotox 0%, GLP-1R agonist 9%, GLP1R inv ag 3%, HEK293 tox 0% and KB-V1 cytotox inconclusive.
CCCn1c(=O)c2c(C(F)(F)F)cc(-c3cccs3)nc2n(CCC)c1=O was read as HT1080 IDH1KD tx -2%, SW480 rerep -3%, HT1080NT lethal -1%, TDP43 rescue -10%, KB-3-1 cytotox -1%, GLP-1R agonist -17%, GLP1R inv ag 23%, HEK293 tox 11% and KB-V1 cytotox inconclusive.
`CCC(=O)Nc1ccc(Cl)c(NC(=S)NC(C)=O)c1` gave HT1080 IDH1KD tx 0%, SW480 rerep -3%, HT1080NT lethal 0%, TDP43 rescue -11%, KB-3-1 cytotox 24%, GLP-1R agonist 6%, GLP1R inv ag 13%, HEK293 tox 2% and KB-V1 cytotox 0%.
`Cc1ccccc1CN1C(=O)C(O)(CC(=O)c2ccncc2)c2ccccc21` (stereo not given) gave HT1080 IDH1KD tx -16%, SW480 rerep 16µM*, HT1080NT lethal -16%, TDP43 rescue 4%, KB-3-1 cytotox inconclusive, GLP-1R agonist 1%, GLP1R inv ag -21%, HEK293 tox inconclusive and KB-V1 cytotox inconclusive.
CCOC(=O)C1(CC2CC2)CCN(Cc2cn(C)c3ccccc23)CC1 was read as HT1080 IDH1KD tx inconclusive, SW480 rerep -1%, HT1080NT lethal -30%, TDP43 rescue -8%[0.397 µM], KB-3-1 cytotox -17%, GLP-1R agonist 22%, GLP1R inv ag inconclusive, HEK293 tox -26% and KB-V1 cytotox -8%.
`COc1cccc(C(=O)NC2CCN(CC(=O)NCc3ccccc3F)CC2)c1` gave HT1080 IDH1KD tx -3%, SW480 rerep -4%, HT1080NT lethal 0%, TDP43 rescue 2%, KB-3-1 cytotox -2%, GLP-1R agonist 7%, GLP1R inv ag 1%, HEK293 tox -6% and KB-V1 cytotox inconclusive.
Screening Cc1cccc(NC(=O)/C(C#N)=C/c2ccccc2Cl)n1 returned HT1080 IDH1KD tx 3%, SW480 rerep -3%, HT1080NT lethal 2%, TDP43 rescue 26%, KB-3-1 cytotox 13%, GLP-1R agonist 0%, GLP1R inv ag 0%, HEK293 tox 1% and KB-V1 cytotox 0%.
For COc1ccc(Cl)cc1NC(=O)CN1CCN(S(=O)(=O)N2CCC(C)CC2)CC1 the results were HT1080 IDH1KD tx 1%, SW480 rerep 74%, HT1080NT lethal -1%, TDP43 rescue 17%, KB-3-1 cytotox 6%, GLP-1R agonist 20%, GLP1R inv ag inconclusive, HEK293 tox -5% and KB-V1 cytotox -13%.
Cc1ccc(C(=O)c2c3ccc(N)cc3nn2CCC(N)=O)cc1 was read as HT1080 IDH1KD tx 1%, SW480 rerep -10%[9.22 µM], HT1080NT lethal -1%, TDP43 rescue 5%, KB-3-1 cytotox 4%, GLP-1R agonist 3%, GLP1R inv ag 14%, HEK293 tox -13% and KB-V1 cytotox -8%.

Source: PubChem BioAssay (National Center for Advancing Translational Sciences (NCATS))
